Gal4-VP16 FLuc – counter-screen for ROR gamma inhibitors: Gal4-VP16 reporter; Potency, µM (titrated, usually from 53.6 µM), without a hit: at the highest dose activity, negative = inhibition, hits mostly inhibitors; Drosophila S2 Gal4-VP16 UAS-luciferase, luminescence, 20 h; AID 2546; 3.5% of 310,000 active;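 further: Gal4-VP16 expression switched on by copper sulfate through the metallothionein promoter; on the % scale 0 is the no-effect control and ±100 the full control effect; nearly all actives have a fitted effect of over 50% in size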
RORg inh – blocks mouse ROR gamma transcriptional activity | AID 2551 | Drosophila S2 Gal4-RORgamma UAS-luciferase reporter, 20 h | Potency, µM (titrated, usually from 53.6 µM), inactives show at the highest dose activity change, negative = inhibition, most hits filed as inhibitors | P51450 | 5.4% of 310,000 active; further: on the % scale 0 is the no-effect control and ±100 the full control effect; nearly all actives have a fitted effect of over 60% in size
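Schneider cells (Drosophila), stable Gal4 DBD–ROR gamma + UAS-luc; 1 hr cmpd preincubation; Cu2+ induction 700 uM final; 20 hr ambient; luminescence.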
Menin MLL FP TR – inhibitors of human menin-MLL interaction, mutant MLL peptide; Menin + Texas Red MLL mutant peptide, fluorescence polarization; 0.23% of 270,000 active; O00255; Potency, µM (series often up to 61.6 µM), for the others: top-dose FP activity change, negative = inhibition, hits mostly inhibitors; active means well fitted inhibition curve with a large enough effect in the polarisation, with a control signal flat, not every such curve was filed as active; inconclusive means small, poorly fitted or top-dose-only effect, or effect the other way, or a change in a side signal; inactive means no such curve, though single readings can be large or run the other way; the % refers to the polarisation; further: % of control where 0% means no effect; many of its hits are not listed in these tables
Target sequence (O00255 whole entry, looked up): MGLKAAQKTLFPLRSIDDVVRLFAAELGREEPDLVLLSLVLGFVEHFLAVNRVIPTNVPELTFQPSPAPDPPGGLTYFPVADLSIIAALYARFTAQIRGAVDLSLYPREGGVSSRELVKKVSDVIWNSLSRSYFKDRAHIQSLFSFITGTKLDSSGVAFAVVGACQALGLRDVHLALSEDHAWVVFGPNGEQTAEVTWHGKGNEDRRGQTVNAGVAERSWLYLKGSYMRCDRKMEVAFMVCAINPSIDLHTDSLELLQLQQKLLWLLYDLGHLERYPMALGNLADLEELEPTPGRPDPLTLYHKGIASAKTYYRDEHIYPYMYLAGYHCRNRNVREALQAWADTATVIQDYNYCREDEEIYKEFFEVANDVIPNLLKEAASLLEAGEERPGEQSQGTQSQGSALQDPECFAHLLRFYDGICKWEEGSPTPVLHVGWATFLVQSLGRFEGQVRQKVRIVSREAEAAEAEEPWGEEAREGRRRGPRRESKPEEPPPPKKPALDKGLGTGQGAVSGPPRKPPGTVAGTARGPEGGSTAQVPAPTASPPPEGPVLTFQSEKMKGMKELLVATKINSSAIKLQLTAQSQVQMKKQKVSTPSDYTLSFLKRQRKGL
Starred values were filed as active, the others as inactive; ? = inconclusive; & = joins results of further samples; [ ] = dose if it differs, or a comment. Unless noted, the call rests on the fitted dose curve; in most records, active means well fitted curve in the direction sought with a large enough effect; inconclusive means small, poorly fitted or top-dose-only effect, or another doubt; inactive means no such curve, though single readings can be large; an effect the other way counts as inactive or inconclusive. Potency means the concentration at half of the fitted maximal effect. Some of the compounds tested, so the mix of outcomes need not match the whole.

SMILES	Gal4-VP16 FLuc	RORg inh	Menin MLL FP TR
O=P(O)(O)OP(=O)(O)OP(=O)(O)O	1.8%	-8.2%[10 µM]	-6.4%
CO[C@H]1COC(=O)[C@@H](Cc2ccccc2)NC(=O)[C@@H](C)COC(=O)CCC[C@@H]1C	-18.4%[10 µM]	16.3%[10 µM]	-1.9%[11.7 µM]
CC(=O)OC[C@@H]1O[C@@H](O/N=C2/C[C@@H](O)[C@@H](O)[C@@H]3[C@@H]4C(=O)N(C[C@@H]5CCCO5)C(=O)[C@H]4CC[C@@H]23)[C@H](OC(C)=O)[C@H](OC(C)=O)[C@@H]1OC(C)=O	-5.9%[10 µM]	1.4%[10 µM]	-3.7%[11.7 µM]
C[S+](C)CC[C@H](N)C(=O)O	-7.9%	-5.0%	-5.9%
O=c1ncccn1[C@@H]1O[C@H](CO)[C@@H](O)[C@H]1O	-3.0%	-5.9%	6.4%
COc1ccc(C(=O)N2CCC3(CC2)CN(c2ccccc2)C3)cc1	?	-15.2%	-5.3%
CC(C)CO/N=C1/C[C@@H](O)[C@@H](O)[C@@H]2[C@@H]3C(=O)N(c4cccc(Oc5ccccc5)c4)C(=O)[C@H]3CC[C@@H]12	-7.0%[10 µM]	-4.3%[10 µM]	-19.8%[11.7 µM]
COc1ccc(CNc2ncnc3ccc(-c4cccnc4)cc23)c(OC)c1	-10.2%	29.9%	-6.8%
O=C1[C@H]2[C@H]3[C@H](O)[C@H](O)C/C(=N/OCc4ccccc4)[C@H]3CC[C@@H]2C(=O)N1Cc1ccc2c(c1)OCO2	-4.3%[10 µM]	21.6%[10 µM]	9.8%[11.7 µM]
CCCCC/C=C\C/C=C\CCCCCCCCCC(=O)NCC(=O)O	7.7%	31.9%	?
Cc1cc2oc(=O)cc(-c3ccccc3)c2c(C)c1-c1cccc(N)c1	-13.9%	30.8%	15.0%[94.6 µM]
COc1ccccc1CN1CC2(CCN(S(C)(=O)=O)CC2)C1	0.3%	-9.1%	-6.2%
Cc1cnc(CNc2ncnc3ccc(-c4ccccc4Cl)cc23)cn1	-2.0%	23.0%	-11.5%
COc1ccc(NC(=O)N2CC[C@@]3(CCCN(C(=O)c4cc(C(F)(F)F)cc(C(F)(F)F)c4)C3)C2)cc1	-5.2%	?	-8.7%
O=C(OC1C[C@H]2CC[C@@H](C1)[N+]21CCCC1)C(O)(c1ccccc1)c1ccccc1 (some centres undefined)	-2.8%	2.3%	7.4%
CC(=O)N/N=C/c1ccc([N+](=O)[O-])o1	3.55µM*	?	-6.1%
CC(C)C[C@@H](CC(=O)N[C@@H](CCC(=O)O)CC(=O)O)NC(=O)[C@@H]1CCCC[C@H]1NC(=O)C[C@@H](NC(=O)C[C@H](CO)NC(=O)[C@@H]1CNCC[C@H]1N)C(C)C	0.2%	-2.6%	3.7%
C[C@H]1C=C2C=C[C@H](C)[C@H](CC[C@@H]3C[C@@H](O)CC(=O)O3)[C@H]2[C@@H](OC(=O)[C@@H](C)CCO)C1	2.1%	40.6%	-12.2%[24.8 µM]
CC(=O)N[C@H]1[C@@H](O[C@@H](C)C(=O)O)[C@H](O)[C@H](CO)O[C@@H]1O	14.0%[17 µM]	-1.5%[16.9 µM]	-15.0%[24.8 µM]
COC(=O)NC(/C(C(=O)OC)=C(\C)NCc1ccccc1)c1ccc2ccccc2c1 (centres undefined)	4.0%[10 µM]	17.3%[10 µM]	-3.6%[11.7 µM]
Cc1ccc(N)c(Cl)c1	18.8%	14.9%	9.1%
Cn1cccc1C(=O)N1CCC2(CC1)CN(Cc1ccc(C#N)cc1)C2	-4.4%	-2.9%	7.3%
CC(C)C(C(=O)O)N1C(=O)/C(=C/c2ccc(Br)cc2)SC1=S (centres undefined)	?	39.0%	?
CC[C@H](C)[C@H](NC(=O)CNC(=O)[C@H](CC(C)C)NC(=O)[C@H](CC(C)C)NC(=O)[C@H](CCC(N)=O)NC(=O)[C@H](CCC(N)=O)NC(=O)[C@H](CC(=O)O)NC(=O)[C@H](CCCCN)NC(=O)[C@H](CC(C)C)NC(=O)[C@H](Cc1ccc(O)cc1)NC(=O)[C@H](CCCNC(=N)N)NC(=O)[C@H](CCC(=O)O)NC(=O)[C@@H](NC(=O)[C@H](C)NC(=O)[C@H](CC(C)C)NC(=O)[C@@H](NC(=O)[C@@H](N)CCCNC(=N)N)[C@@H](C)CC)C(C)C)C(=O)N[C@@H](Cc1c[nH]c2ccccc12)C(=O)NCC(=O)N[C@@H](CS)C(=O)N[C@@H](CO)C(=O)O	3.3%	1.7%	-1.2%
CC(C)(C)OC(=O)N1CCC[C@H]1C(O)(c1ccccc1)c1ccccc1	5.4%	-17.9%	-1.2%
O=c1cnc2cnc(Nc3ccccc3)nc2n1Cc1cccs1	?	-6.8%	-9.4%
COc1ccc(-n2c(=O)c(-c3ccc(F)cc3)nc3cnc(OC)nc32)cc1	6.6%	-10.9%	-8.1%
CC(C)C[C@@H](CC(=O)N[C@@H](CCCN)CC(=O)N[C@@H]1CCNC[C@H]1C(=O)N[C@H](CC(=O)N[C@@H](CCC(=O)O)CC(=O)O)Cc1ccccc1)NC(=O)[C@@H]1CNCC[C@H]1N	7.2%	5.9%	-7.2%
C#CCCCO/N=C1/C[C@@H](O)[C@@H](O)[C@@H]2[C@@H]3C(=O)N(CCC(=O)OCC)C(=O)[C@H]3CC[C@H]12	16.8%[10 µM]	24.7%[10 µM]	-1.9%[11.7 µM]
CSCC[C@H](N)C(=O)N[C@@H](CCCN=C(N)N)C(=O)N[C@@H](Cc1ccccc1)C(=O)N[C@@H](Cc1ccccc1)C(=O)N[C@H](C(=O)O)C(C)C	4.0%	-0.1%	-9.1%
CCCCCCCCCCN1CCOCCOCCN(CCCCCCCCCC)CCOCCOCC1	3.1%	24.8%	-1.8%
COc1cccc2c1CCCC2CCCN1CCN(C2CCCCC2)CC1 (centres undefined)	-0.6%&0.4%	-2.2%&-0.1%	-25.8%&-13.0%
C=CCc1cccc(C2C(C)CCC3C(=O)N4C(Cc5c([nH]c6ccccc56)C4c4cc(OC)c(OC)c(OC)c4)C(=O)N32)c1 (centres undefined)	-6.9%[10 µM]	-6.7%[10 µM]	?
O=C(COc1ccc(Cl)cc1)OCCNC12CC3CC(CC(C3)C1)C2	-10.3%	2.8%	-6.3%
CCCCCC(CC(=O)O)C(=O)O (centres undefined)	-1.9%	-1.2%	-18.5%
CN1CCN(c2ncc3nc(CCc4ccccc4)c(=O)n(CCC#N)c3n2)CC1	-7.6%	-11.2%	0.1%
COc1ccc(Oc2ncc3ncc(=O)n(CCc4ccccc4)c3n2)cc1	-5.5%	-26.7%	?
Cc1nc2cnc(Oc3cccc(Cl)c3)nc2n(C2CC2)c1=O	-3.0%	27.7%	-18.8%
CCCCC[C@H](O)/C=C/C=C\C/C=C\C/C=C\CCCC(=O)O	7.8%	17.1%	2.2%
CN[C@@H]1[C@H](O[C@H]2[C@@H](O[C@@H]3[C@@H](O)[C@@H](O)[C@@H](N=C(N)N)[C@@H](O)[C@@H]3N=C(N)N)O[C@@H](C)[C@]2(O)CO)O[C@H](CO)[C@@H](O)[C@@H]1O	0.7%[17 µM]	8.3%[16.9 µM]	3.7%[24.8 µM]
COc1ccccc1CN1CCC2(CC1)CCN(C(=O)c1cc(C(F)(F)F)cc(C(F)(F)F)c1)CC2	8.9%	-0.7%	0.1%
CO[C@H]1COC(=O)[C@@H](C)COC(=O)[C@@H](OCc2ccccc2)/C=C\[C@@H]1C	22.3%[10 µM]	-17.0%[10 µM]	-1.3%[11.7 µM]
COCCn1c(=O)c(-c2ccc(F)cc2)nc2cnc(N(C)C)nc21	-25.0%	-13.0%	1.8%
N#Cc1cccc(-c2cncnc2NCc2cccs2)c1	0.2%	19.1%	5.4%
CN(C)c1ncc2ncc(=O)n(Cc3ccc(F)cc3)c2n1	-20.8%	5.4%	-6.4%
NCC1CCC(C(=O)O)CC1 (centres undefined)	-1.2%	21.6%	-5.2%
O[C@@H]1COC2[C@@H](O)CO[C@@H]21 (some centres undefined)	-1.8%	-10.7%	-3.6%
O=C(O)c1cc(N(Cc2ccccc2O)Cc2cc(O)ccc2O)ccc1O	-14.6%&2.2%	27.9%&4.5%	38.8%[activator]
Nc1[nH]nc2nc3ccccc3nc12	?	?	8.7%[24.8 µM]
COc1ccc(-n2c(=O)c(-c3cccc(F)c3)nc3cncnc32)cc1	4.6%	9.0%	12.8%
CN1Cc2c(C(=O)OC(C)(C)C)ncn2-c2ccsc2C1=O	-4.0%	10.9%	-13.3%[24.8 µM]
c1ccc(Nc2nc(-c3cccnc3)nc3ccccc23)cc1	-16.4%	-0.9%	21.5%
CC(C)CCCC(C)CCCC(C)CCCC(C)C(=O)O (centres undefined)	-13.0%	3.5%	6.7%
N[C@H](Cc1cnc[nH]1)C(=O)O	-5.3%	4.2%	-7.9%[24.8 µM]
CN1CCN(c2ncc3nc(-c4cccs4)c(=O)n(-c4ccccc4)c3n2)CC1	-6.4%	-15.0%	2.3%
COc1ccc2oc(-c3ccc(O)cc3)cc(=O)c2c1	25.1µM*	25.1µM*	33.2%[activator]
CO[C@@H]1COC(=O)C/C=C\[C@H](C)[C@@H](NS(=O)(=O)c2ccc(C)cc2)COC(=O)C/C=C\[C@@H]1C	-6.2%&-6.1%[10 µM]	-4.9%&5.8%[10 µM]	-21.3%&13.3%[11.7 µM]
CC(=O)Oc1c2c(c3c(c1CC=C(C)C)O[C@@]14C(=CC5CC1C(C)(C)OC4(C/C=C(\C)C(=O)O)C5=O)C3=O)OC(C)(CCC=C(C)C)C=C2 (some centres undefined)	5.62µM*	5.62µM*	-10.3%
CC[C@H](C)[C@H](NC(=O)[C@H](Cc1ccc(O)cc1)NC(=O)[C@@H](NC(=O)[C@H](CCCNC(=N)N)NC(=O)[C@@H](N)CC(=O)O)C(C)C)C(=O)N[C@@H](Cc1cnc[nH]1)C(=O)N1CCC[C@H]1C(=O)N[C@@H](Cc1ccccc1)C(=O)N[C@@H](Cc1cnc[nH]1)C(=O)N[C@@H](CC(C)C)C(=O)N[C@@H](CC(C)C)C(=O)N[C@H](C(=O)N[C@@H](Cc1ccc(O)cc1)C(=O)N[C@@H](CO)C(=O)O)C(C)C	-10.8%	13.0%	11.8%
O=C(O)CCC[C@H](O)\C=C/C=C/C=C/[C@H](O)C/C=C\CCCCCO	-5.8%	?	11.0%
Other results:
SMILES	Gal4-VP16 FLuc	RORg inh	Menin MLL FP TR
Cc1noc(C)c1C(=O)N1CCC2(CC1)CCN(c1ncccn1)CC2	-6.6%	-13.5%	-3.9%
Cc1ccc(S(=O)(=O)NC(=O)NN2C[C@H]3CCC[C@@H]3C2)cc1	3.2%[17 µM]	-0.8%[2.98 µM]	10.8%[24.8 µM]
O=c1cc(-c2ccccc2)oc2cc(O)c(O)cc12	-7.1%	-13.8%	2.0%
COc1ccccc1CCn1c(=O)c(-c2cccc(F)c2)nc2cncnc21	-0.8%	-15.5%	9.5%
COc1cccc([C@@H]2Oc3ccc(Br)cc3C[C@H]2OC(=O)Nc2cc(OC)c(OC)c(OC)c2)c1	-9.2%	8.2%	-1.0%
O=c1c(-c2cccc(F)c2)nc2cncnc2n1C1CC1	-13.3%	-16.9%	-0.4%
c1ccc(Nc2ncncc2-c2ccc3c(c2)OCO3)cc1	-10.9%	-8.1%	2.4%
O=C(Nc1ncnc2c1ncn2[C@@H]1O[C@@H]2COP(=O)(O)O[C@H]2[C@H]1O)c1ccccc1	-4.5%	-10.2%	-1.4%
O=c1c(O)c(-c2ccccc2)oc2cccc(O)c12	7.94µM*	3.98µM*	?
C=CC(C1=CC(=O)C=CC1=O)c1ccccc1 (centres undefined)	21.4%	-21.9%	-1.3%
COCCn1c(=O)c(CCc2ccccc2)nc2cncnc21	?	-5.8%	-17.5%
COCCn1c(=O)c(-c2cccc(C#N)c2)nc2cnc(N3CCNCC3)nc21	-13.4%	-11.6%	0.5%
